VP16 counter – VP16 counterscreen qHTS for inhibitors of ROR gamma transcriptional activity; Drosophila S2 Gal4-VP16 UAS-luciferase, luminescence, 20 h; Potency, µM (titrated, usually from 53.6 µM), without a hit: at the top dose activity, negative = inhibition, actives largely listed as inhibitors; 3.5% of 310,000 active; AID 2546, 2010;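 further: Gal4-VP16 expression switched on by copper sulfate through the metallothionein promoter; potency means the concentration at half of the fitted maximal effect; on the % scale 0 is the no-effect control and ±100 the full control effect; nearly all actives have a fitted effect of over 50% in size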
MBNL1 CUG block – qHTS Assay for Inhibitors of MBNL1-poly(CUG) RNA binding. AID 2675, 2010. TR-FRET MBNL1-His/biotin-(CUG)12 binding, 665/545 ratio. Potency, µM (series often up to 57.5 µM), inactives show at the highest dose activity change, negative = inhibition, most hits filed as inhibitors. 0.036% of 280,000 active. Muscleblind-like protein 1 (Homo sapiens), Q9NR56; active means well fitted inhibition curve with a large enough effect in the signal ratio, with a control signal flat, not every such curve was filed as active; inconclusive means small, poorly fitted or top-dose-only effect, or effect the other way, or a change in a side signal; inactive means no such curve, though single readings can be large or run the other way; the % refers to the signal ratio; further: potency means the concentration at half of the fitted maximal effect; on the % scale 0 is the no-effect control and ±100 the full control effect
Target sequence (Q9NR56 whole entry, looked up): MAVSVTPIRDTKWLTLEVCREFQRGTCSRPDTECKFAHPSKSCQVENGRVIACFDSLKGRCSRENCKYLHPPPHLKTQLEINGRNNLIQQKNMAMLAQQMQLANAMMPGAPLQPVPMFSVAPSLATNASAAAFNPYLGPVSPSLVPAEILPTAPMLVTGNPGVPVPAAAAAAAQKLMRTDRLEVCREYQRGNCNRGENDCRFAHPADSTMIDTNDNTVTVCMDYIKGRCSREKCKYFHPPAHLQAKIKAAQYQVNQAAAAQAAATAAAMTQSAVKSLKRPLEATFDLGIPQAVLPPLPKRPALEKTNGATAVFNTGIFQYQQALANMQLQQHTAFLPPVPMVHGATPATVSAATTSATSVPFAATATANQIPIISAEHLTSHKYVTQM
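His-tagged MBNL1 binding to biotinylated (CUG)12 RNA was measured by TR-FRET using terbium anti-His antibody (0.055 ng/ul final) and streptavidin-XL665 (5 nM final). Compounds were titrated 92 nM to 58 uM; 60 min at room temperature.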
Rab9 promoter act – qHTS Assay for Rab9 Promoter Activators; AID 485297, 2010; 2.8% of 320,000 active; Potency, µM (top dose mostly 9.22 µM), for inactives: top-dose activation, negative = inhibition, hits mostly activators; Huh7 Rab9 promoter-luciferase reporter, luminescence, 24 h; further: potency means the concentration at half of the fitted maximal effect; % of control where 0% means no effect; nearly all actives have a fitted effect of over 60% in size
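Huh7 cells stably carrying Rab9 promoter–luciferase reporter, plated 1500 cells/well, compound added after 2 h and incubated 24 h at 37 °C; luciferase luminescence then read after 10 min with detection reagent.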
ELG1 repair inh – qHTS screen for small molecules that inhibit ELG1-dependent DNA repair in human embryonic kidney (HEK293T) cells expressing luciferase-tagged ELG1; HEK293T ELG1-luciferase reporter, luminescence, 16 h; DNA damage induced by 5-fluorouridine; Potency, µM (doses to about 46.1 µM), for inactives: at the highest dose activity change, negative = inhibition, hits mostly inhibitors; 2.3% of 330,000 active; further: potency means the concentration at half of the fitted maximal effect; on the % scale 0 is the no-effect control and ±100 the full control effect; nearly all actives have a fitted effect of over 55% in size
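Overnight (16 hr) co-exposure of 2,000 cells/well to 5-fluorouridine and compound at 37 °C preceded detection. Luciferase was quantified via ONE-Glo luminescence; loss of signal denotes inhibition.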
Mito fusion act – qHTS Assay for Small Molecule Inhibitors of Mitochondrial Division or Activators of Mitochondrial Fusion; AID 485298, 2010; 0.23% of 320,000 active; S. cerevisiae fusion-defective mutant growth rescue, CellTiterGlo 48 h; Potency, µM (top dose mostly 46.1 µM), inactives show at the top dose growth rescue (activation), usual class: activators;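 further: potency means the concentration at half of the fitted maximal effect; % of control where 0% means no effect; nearly all actives have a fitted effect of over 45% in size; temperature-sensitive fusion mutants such as fzo1-1 at 37 °C on non-fermentable ethanol glycerol medium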
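Read-out: ATP-based luminescence (CellTiterGlo, 10 min ambient) reporting growth of fusion-defective ts yeast after 48 hours at 37C on glycerol/ethanol YPEG medium in the presence of compound.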
FLuc modulator – qHTS profiling assay for firefly luciferase inhibitor/activator using purifed enzyme and Km concentrations of substrates (counterscreen for miR-21 project). Luciferin 4-monooxygenase (Photinus pyralis), P08659. purified FLuc, Km substrates, luminescence inhibition. Potency, µM (doses to about 57.5 µM), inactives show at the highest dose activity change, negative = inhibition, hits mostly inhibitors. 6.9% of 360,000 active;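 further: potency means the concentration at half of the fitted maximal effect; plate controls were vehicle for no effect and reference inhibitor for full effect; nearly all actives have a fitted effect of over 55% in size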
Target sequence (P08659 whole entry, looked up): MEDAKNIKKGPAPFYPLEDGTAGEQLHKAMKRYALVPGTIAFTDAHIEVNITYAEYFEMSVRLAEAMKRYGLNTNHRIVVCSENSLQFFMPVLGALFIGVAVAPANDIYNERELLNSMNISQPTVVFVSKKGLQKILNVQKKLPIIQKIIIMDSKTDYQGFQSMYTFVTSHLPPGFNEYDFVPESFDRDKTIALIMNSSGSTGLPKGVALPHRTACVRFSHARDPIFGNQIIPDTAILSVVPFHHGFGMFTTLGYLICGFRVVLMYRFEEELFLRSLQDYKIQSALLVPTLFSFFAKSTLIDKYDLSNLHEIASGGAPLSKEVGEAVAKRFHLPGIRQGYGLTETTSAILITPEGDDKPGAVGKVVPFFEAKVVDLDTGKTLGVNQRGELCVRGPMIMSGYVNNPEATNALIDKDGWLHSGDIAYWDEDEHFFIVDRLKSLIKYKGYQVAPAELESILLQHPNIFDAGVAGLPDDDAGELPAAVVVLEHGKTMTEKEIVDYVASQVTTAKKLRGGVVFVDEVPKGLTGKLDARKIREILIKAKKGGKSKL
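Biochemical qHTS of compounds, final roughly 60 µM downward over six points, against 10 nM purified firefly luciferase using Km concentrations of substrates (10 uM D-luciferin, 10 uM ATP) in Tris acetate pH 7.5 buffer; luminescence output.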
RORgamma inh – qHTS for inhibitors of ROR gamma transcriptional activity; Drosophila S2 Gal4-RORgamma UAS-luciferase reporter, 20 h; Potency, µM (doses to about 53.6 µM), inactives show top-dose activity change, negative = inhibition, usual class: inhibitors; 5.4% of 310,000 active; AID 2551, 2010; further: potency means the concentration at half of the fitted maximal effect; on the % scale 0 is the no-effect control and ±100 the full control effect; nearly all actives have a fitted effect of over 60% in size
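Using a luciferase readout, inhibitors were identified by reduced reporter activity in Drosophila cells coexpressing a copper-inducible Gal4–ROR gamma fusion and UAS-driven Photinus luciferase, incubated 20 hr after 700 uM copper sulfate.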
PKM2 act – qHTS Assay for Activators of Human Muscle isoform 2 Pyruvate Kinase | 0.34% of 260,000 active | AID 1631, 2009 | Potency, µM (doses to about 57.5 µM), for inactives: top-dose activation, most hits filed as activators | Pyruvate kinase PKM (Homo sapiens), P14618 | purified PKM2, Kinase-Glo ATP luminescence, activation; response scale: 0% is enzyme alone, no compound; further: potency means the concentration at half of the fitted maximal effect; on the % scale 0 is the no-effect control and ±100 the full control effect; nearly all actives have a fitted effect of over 55% in size
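Purified hPK-M2 (>95% pure) converted ADP (0.1 mM final) to ATP with 0.5 mM PEP in 50 mM imidazole pH7.2, KCl, MgCl2, Tween 20, BSA; 1 h at room temperature. ATP detected by Kinase-Glo luminescence.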
NPC1 promoter act – qHTS Assay for NPC1 Promoter Activators; Potency, µM (doses to about 9.22 µM), for the others: at the highest dose activation, most hits filed as activators; AID 485313, 2010; 2.4% of 320,000 active; Huh7 NPC1 promoter luciferase reporter, 24 h;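 further: potency means the concentration at half of the fitted maximal effect; % of control where 0% means no effect; nearly all actives have a fitted effect of over 60% in size; reporter is driven by a mutant NPC1 promoter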
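Luciferase expression driven by the NPC1 promoter was measured in stably transfected Huh7 cells after a 24 h compound incubation, using a luciferase reagent and a luminescence read.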
Menin MLL FP TR – qHTS Assay for Inhibitors Targeting the Menin-MLL Interaction in MLL Related Leukemias: Competition With Texas Red Labeled MLL-derived Mutant Peptide. Menin + Texas Red MLL mutant peptide, fluorescence polarization. 0.23% of 270,000 active. Potency, µM (doses to about 61.6 µM), for inactives: at the top dose FP activity change, negative = inhibition, usual class: inhibitors. AID 1768, 2009. O00255; active means well fitted inhibition curve with a large enough effect in the polarisation, with a control signal flat, not every such curve was filed as active; inconclusive means small, poorly fitted or top-dose-only effect, or effect the other way, or a change in a side signal; inactive means no such curve, though single readings can be large or run the other way; the % refers to the polarisation; further: potency means the concentration at half of the fitted maximal effect; % of control where 0% means no effect; many of its hits are not listed in these tables
KCNH2 3.1 block – qHTS for Inhibitors of KCHN2 3.1: Mutant qHTS. U2OS KCNH2 3.1, thallium flux FluxOr; stronger effect = lower value. activity change, % (tested at about 1.8 µM). 0.95% of 340,000 active. AID 720553, 2013;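 active means maximum activity change below -70%; inconclusive means maximum activity change from -70% to -50%; inactive means maximum activity change above -50%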;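 further: thallium influx rate constant from kinetic fluorescence after stimulation buffer; on the % scale 0 is the no-effect control and ±100 the full control effect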
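U2OS cells transduced with KCNH2 3.1 mutant virus (1.77 x 10^8 /mL, 4 h), plated overnight at 37 C, loaded 45 min with FluxOr dye plus Red40 quencher. Thallium flux rate constant from kinetic reads after stimulation buffer, normalised to controls.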
Numbers without * were called inactive; u = inconclusive; x = no result given; & = joins results of further samples; [ ] = another dose, or the depositor's remark. Unless noted, the call rests on the fitted dose curve; in most records, active means well fitted curve in the direction sought with a large enough effect; inconclusive means small, poorly fitted or top-dose-only effect, or another doubt; inactive means no such curve, though single readings can be large; an effect the other way counts as inactive or inconclusive. The list is partial; rates above refer to the full screens.

SMILES	VP16 counter	MBNL1 CUG block	Rab9 promoter act	ELG1 repair inh	Mito fusion act	FLuc modulator	RORgamma inh	PKM2 act	NPC1 promoter act	Menin MLL FP TR	KCNH2 3.1 block
C=CCNC(=O)C1CCC(CNc2nc(=S)[nH]c3ccccc23)CC1 (stereo not given)	7%	0%	-2%	-3%	8%	1%	0%	x	-4%	u	7
COc1cccc(NC(=O)CN2C(=O)c3cccnc3Oc3ccc(Cl)cc32)c1	-4%	0%	16%	u	3%	-16%&-1%	13%	3%	-4%	23%	-2
CN1C2CCC1CC(NC(=O)c1ccc(Cl)cc1)C2 (stereo not given)	3%	2%	1%	-10%	2%	1%	9%	-4%	1%	x	12
C=CCN1C(=O)/C(=C2/Sc3ccccc3N2CC)SC1=S	-21%	-2%	-1%	3%	0%	-5%	-29%	-1%	1%	u	-20
Nc1nc(SCC(=O)Nc2ccc(Br)cc2F)n[nH]1	13%	-12%	-1%	14%	1%	4%	-7%	22µM*	-4%	0%	-4
Cc1nn2c(-c3ccc(Cl)cc3)nnc2s1	1%	-1%	-4%	u	18%	-2%	9%	2%	0%	-5%	0
O=C(NCc1ccc2c(c1)OCO2)c1cc(-n2cnnc2)ccc1Cl	-11%	-2%	-7%	19%	-4%	4%	5%	9%	-1%	18%	23
CCCCN1CCN=C1Nc1ccccc1	2%	4%	1%	29%	1%	-1%	-14%	4%	-2%	-15%	15
COc1ccc(N(CC(=O)O)S(=O)(=O)c2ccc(C)cc2)cc1Cl	4%	-30%	0%	19%	16%	u	-29%	-5%	5%	-2%	3
Cc1cc2ccccc2n1CCNC(=O)C1CCCCC1	-15%	14%	2%	-2%	0%	0%	28%	3%	-2%	u	-2
O=c1[nH]n(Cc2ccccc2)c(=O)c2ccccc12	5%	7%	18%	u	-8%	u	u	10%	15%	-20%	-8
O=C(CSc1ccc2nnc(CCNC(=O)c3ccccc3)n2n1)Nc1ccc(F)cc1F	-10%	-5%	0%	-2%	0%	0%	0%	11%	2%	x	-3
O=C(N/N=C/c1cccc(NC(=O)c2ccc(Cl)cc2)c1)c1cccc(O)c1	-5%	9%	2.8µM*	-17%	-1%	1.9µM*	-9%	0%	1.3µM*	x	2
COc1cc(C(=O)OC2CSCC2NC(=O)c2ccccc2)cc(OC)c1OC (stereo not given)	-9%	8%	-3%	4.1µM*	8%	-1%	6%	-1%	-3%	14%	16
O=C(NCc1ccccn1)c1cccn1-c1ncc(C(F)(F)F)cc1Cl	9%	1%	-9%	-5%	16%	7%	1%	0%	-1%	u	16
S=C(NCc1cccc(Cl)c1)NC1CCCCC1	14µM*	-15%	-3%	-13%	14%	-4%	2.8µM*	-3%	2%	9%	0
COc1ccc2cc(C(=O)Nc3ccc(O)cc3)sc(=O)c2c1OC	-7%	u	-4%	-1%	-4%	u	-1%	0%	1%	6%	3
COc1ccccc1CNC(=O)/C=C/c1ccc(S(=O)(=O)NCc2ccco2)cc1	4%	u	-1%	u	-5%	4%	u	-7%	0%	17%	8
N#Cc1nc(-c2ccc(F)cc2)oc1N1CCCCC1	-16%	0%	0%	u	-11%	-18%	18%	x	-2%	-19%	1
COc1ccc(/C=N\NC(=O)c2cc(OCC(F)(F)F)ccc2OCC(F)(F)F)cc1	u	-6%	-6%	-7%	-1%	0%	u	3%	-16%	48%[activator]	-39
CSc1ccccc1C(=O)N(CC1CCCO1)c1c(N)n(Cc2ccccc2)c(=O)[nH]c1=O (stereo not given)	x	x	2%	14%	2%	-3%	x	x	-4%	x	-6
O=C(CN1CCN(S(=O)(=O)c2ccccc2)CC1)N1CCCCC1	x	x	-7%	u	1%	3%	x	x	0%	x	-6
Cc1ccc(/C=C/c2nnc(-c3cccs3)o2)cc1	u	5%	0.89µM*	u	-6%	1.7µM*	u	-3%	0.35µM*	-12%	1
Cc1ccc(NC(=O)c2cc(-c3ccccc3)nn2-c2ccccc2)cc1	u	x	2%	u	27%	-2%	8%[10 µM]	-1%	0%	8%	-29
CCOC(=O)c1ccc(NC(=O)COc2ccccc2CNC2CCCC2)cc1	-2%	-12%	0%	6%	14%	2%	3%	0%	-5%	u	-42
CC(C)(C)NS(=O)(=O)c1ccc(NC(=O)C2CCCCC2)cc1	-1%[10 µM]	0%	4%	-15%	-1%	3%	12%	3%	-9%	-5%	3
Cc1nn(-c2nc3ccccc3s2)c(C)c1Oc1ccccc1O	u	20%	3.2µM*	u	19%	2.4µM*	u	6%	3.5µM*	10%	-5
CC(C)CC(=O)NC(Nc1ccccc1F)C(Cl)(Cl)Cl (stereo not given)	-2%	-15%	-11%	-10%	5%	4%	17%	-1%	-4%	27%	-12
C=CCN(CC=C)CCOc1ccc(C)cc1[N+](=O)[O-]	-8%	4%	16%	u	-1%	24µM*	1%	-6%	15%	-14%	-28
CC1=C(C(=O)OC(C)C)C(c2ccc(Cl)cc2)n2c(s/c(=C\c3ccc(OCC(=O)O)cc3)c2=O)=N1 (stereo not given)	1%	6%	13%	-3%	-2%	0%	-17%	0%	-2%	29%	10
O=C(CSc1ccc2nnc(CCNC(=O)c3ccccc3)n2n1)NCCc1ccccc1	4%	-3%	-2%	0%	-1%	2%	-24%	0%	-4%	x	8
C=CCn1c(Sc2ncc([N+](=O)[O-])s2)n[nH]c1=O	4µM*	x	-49%[inhibitor]	-1%	-14%	1%	4.5µM*	15%	-31%[inhibitor]	x	-4
O=C(NC1CCCC1)c1ccc(CN2CCOCC2)cc1	-5%	-6%	16%	u	0%	-5%	-21%	-20%	9%	3%	7
COc1ccccc1Nc1nnc(SCC(=O)NC2CCCC2)s1	x	x	-5%	3%	-5%	-17%	x	x	-1%	x	1
Cc1ccc(O)c(NC(=O)c2cc(-c3ccccc3Cl)on2)c1	5%	22%	u	u	-1%	u	34%	-7%	u	u	-3
CCC(C)(C)C(=O)Nc1cc([N+](=O)[O-])ccc1Cl	-2%	x	2%	8%	-4%	-1%	-11%	10%	-2%	-5%	12
COc1ccc(C(C)(C)C)cc1NC(=O)c1c(C)noc1C	10%	6%	6%	1%	11%	3%	-1%	-5%	2%	-9%	-2
CCC(CC)=NNc1cccc([N+](=O)[O-])c1	6%	17%	-6%	8%	-3%	8%	16%	-3%	-1%	9%	15
O=C(CCCCCn1c(SCc2ccncc2)nc2ccccc2c1=O)NCc1ccco1	-1%	-7%	0%	18µM*	1%	3%	u	14%	-4%	-2%	-31
O=C(CCCN1C(=O)c2ccccc2C1=O)Nc1sc2c(c1C(=O)NCc1ccco1)CCC2	10%	15%	-3%	u	5%	2%	22%	10%	0%	6%	-1
Cn1c2ccccc2c(=O)c2ccc(C#Cc3ccc(N)cc3)cc21	15%	u	21%	-35%	7%	u	22%	-7%	16%	u	-14
CC(=O)NC(=O)Nc1sc(=S)n(C)c1C	1%	-6%	-5%	0%	0%	2%	-6%	1%	-3%	0%	0
COc1ccccc1NC(C)=O	-1%	4%	10%	6%	1%	8%	-15%	14%	0%	6%	12
CC(=O)c1ccccc1NC(=O)CSc1nnc2ccccn12	18%	-6%	11%	u	1%	-14%	u	-5%	13%	-7%	x
O=C(c1ccccc1Cc1ccccc1)N1CCN(S(=O)(=O)c2ccccc2)CC1	8%	-6%	0%	-3%	1%	-1%	16%	-1%	-2%	-24%	5
Cc1ccccc1-n1c(SCC(=O)N/N=C/c2sccc2C)nc2ccccc2c1=O	-21%	-4%	2%	u	-11%	-7%	-38%	-3%	-2%	-24%	-2
Cc1nc2ccc(NC(=O)N3CCC(c4ccccc4)C3)cc2nc1C (stereo not given)	11%	u	2%[1.84 µM]	u	-3%	u	u	8%	1%	-2%	13

High-throughput results (PubChem BioAssay)
